# TAAR1 ag = human TAAR1 agonists, primary screen, Fluo-8 calcium fluorescence, CHO RD-HGA16 cells | vehicle wells 0%, saturating PEA agonist 100% | Trace amine-associated receptor 1 (Homo sapiens), Q96RJ0 | actives 0.99% (n = 360,000) | activation, % at 3 µM;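 active = activation above the mean activation of all test compounds in the run plus 3 SD, cut at about 38% in these data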
# Target sequence (Q96RJ0 whole entry, looked up): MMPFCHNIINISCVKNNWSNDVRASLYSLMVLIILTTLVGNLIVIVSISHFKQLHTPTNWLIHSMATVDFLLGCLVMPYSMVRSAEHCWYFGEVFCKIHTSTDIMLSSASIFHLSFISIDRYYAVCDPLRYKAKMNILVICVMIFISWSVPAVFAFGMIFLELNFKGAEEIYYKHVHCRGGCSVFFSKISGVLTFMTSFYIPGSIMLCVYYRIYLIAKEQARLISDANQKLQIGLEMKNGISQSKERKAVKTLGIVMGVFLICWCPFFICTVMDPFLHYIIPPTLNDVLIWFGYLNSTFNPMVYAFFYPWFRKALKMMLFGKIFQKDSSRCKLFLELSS
#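 System: CHO-derived RD-HGA16 cells with stable Gα16 and human TAAR1. Times: 17-24 h plating, Fluo-8 75 min 37 °C, 30 min RT. Measured by: calcium-sensitive Fluo-8 signal, excitation 470-495, emission 515-575 nm. Read-out basis: % activation relative to PEA EC100 response. Control set: DMSO and PEA EC100. Repeats: no replicates (n 1).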
# CHRM1 agonist = human M1 muscarinic receptor agonists, primary screen, Fluo-8 calcium fluorescence, CHO-K1 cells, HTS. Muscarinic acetylcholine receptor M1 (Homo sapiens), P11229. CHO-K1 hM1, agonist mode; 0% DMSO, 100% acetylcholine EC100. activation, % at 3 µM. actives 0.33% (n = 360,000). AID 588814, 2011;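 active = activation above the run's mean compound activation plus 3 SD, cut at about 16% in these data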;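 also: peak over basal fluorescence ratio within a 140 s kinetic read after compound addition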
# Target sequence (P11229 whole entry, looked up): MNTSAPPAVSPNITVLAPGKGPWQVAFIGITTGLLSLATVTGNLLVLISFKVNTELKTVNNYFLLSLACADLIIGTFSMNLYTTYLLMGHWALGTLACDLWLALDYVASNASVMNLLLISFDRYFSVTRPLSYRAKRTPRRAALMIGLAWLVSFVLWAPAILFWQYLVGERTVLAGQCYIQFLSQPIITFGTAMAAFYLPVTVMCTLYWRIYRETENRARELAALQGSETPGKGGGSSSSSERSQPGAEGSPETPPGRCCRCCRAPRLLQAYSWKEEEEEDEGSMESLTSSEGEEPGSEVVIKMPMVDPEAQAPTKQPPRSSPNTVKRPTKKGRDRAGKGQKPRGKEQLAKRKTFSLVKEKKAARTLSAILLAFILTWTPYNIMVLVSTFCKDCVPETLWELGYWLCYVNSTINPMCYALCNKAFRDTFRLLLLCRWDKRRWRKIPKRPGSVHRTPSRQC
# CHO-K1 Ca PAM = nonselective calcium activators in parental CHO-K1 cells, primary screen, counter-screen for M1 PAM project, cell-based, Fluo-8 calcium fluorescence, full deck, 1536-well; ATP EC20; 0% at ATP EC20, 100% at ATP max; activation, % at 3 µM; actives 0.02% (n = 360,000); AID 602247, 2012;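 active = activation above the run cutoff, the mean activation of all test compounds plus 3 SD, cut at about 40% in these data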;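 also: peak over basal fluorescence ratio in a 140 s read after ATP addition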
# TAAR1 antagonist = human TAAR1 antagonists, primary screen, Fluo-8 calcium fluorescence, CHO RD-HGA16 cells. actives 1.5% (n = 360,000). antagonist. AID 624466, 2012. inhibition, % at 3 µM;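 active = inhibition above a per-plate cutoff, the mean inhibition of test compounds on that plate plus 3 SD, cut at about 49% in these data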;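 also: 0% = DMSO plus EC80 beta-PEA response and 100% = DMSO alone without agonist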
#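 Test system: CHO RD-HGA16 cells bearing hTAAR1 | Reagent: β-PEA, EC80 | Compound dosing: 3 µM, single point | Schedule: Dye loading 75 min at 37 °C, then 30 min room temperature | Signal: Calcium fluorescence with Fluo-8 | Evaluation: Percent inhibition of PEA-evoked calcium signal, max/basal emission ratio | Control set: DMSO-only wells and EC80 β-PEA-stimulated wells | Repeats: Singlicate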
# OXTR potentiate = human OXTR potentiators, primary screen, fluorescence, CHO-OTR cells, Fluo-8 calcium. Oxytocin receptor (Homo sapiens), P30559. Fluo-8 calcium fluorescence, potentiator mode; 0% = oxytocin EC15, 100% = EC100. activation, % at 3 µM. actives 0.061% (n = 320,000). AID 2445, 2010;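 active = activation above that plate's cutoff, the mean activation of tested compounds plus 3 SD, cut at about 6.6% in these data, passing the limit was not always enough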;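 also: 100% uses oxytocin at 75 nM as the full agonist control; some results filed as inactive read as strong as hits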
#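 Assay system: CHO-OTR cells, human receptor / Also added: oxytocin at about EC15, sub-maximal agonist stimulus / Dosing: single dose, 3.0 µM nominal final compound concentration / Incubation: 6 min pre-incubation, 100 s read / Technique: Fluo-8 calcium dye fluorescence / Read-out: % activation vs EC15 and EC100 oxytocin / Benchmarks: EC15 oxytocin low, 75 nM oxytocin high / Replicates: singlicate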
# M1 ag parental = counter-screen for M1 agonists: effect in parental CHO-K1 cells. Fluo-8 calcium fluorescence; scaled to maximal ATP response, vehicle zero. activation, % at 3 µM. actives 0.48% (n = 360,000). AID 602248, 2012; in the data active = activation above about 15%;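 also: untransfected CHO-K1 host cells lacking M1 receptor as counterscreen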
# CHO parental Ca = ATP-evoked calcium signal inhibitors, parental CHO, primary screen, counter-screen for OX1R antagonist project, cell-based, fluorescence, Fluo-8 calcium dye | inhibition, % at 5.6 µM | actives 0.63% (n = 330,000) | parental CHO-K1, ATP-induced calcium, Fluo-8 fluorescence;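 active = inhibition above that plate's mean sample inhibition plus 3 SD, cut at about 26% in these data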;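 also: 0% = ATP-challenged DMSO wells and 100% = DMSO wells without ATP; some compounds past the cut are filed as inactive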
#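 Assay system – parental CHO cells · Reagent – ATP stimulus · Detection – intracellular calcium via Fluo-8 no-wash fluorescent dye · Evaluation – percent inhibition of ATP-evoked calcium rise, normalized to controls · Controls – ATP wells versus no-ATP DMSO wells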
# CHO-K1 Ca antag = nonselective inhibitor or artifact in parental CHO-K1 cells; ATP-induced calcium, Fluo-8 fluorescence; inhibition, % at 3 µM; actives 0.6% (n = 360,000); AID 602250;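 active = inhibition above a per-plate cutoff, the plate's mean sample inhibition plus 3 SD, cut at about 24% in these data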;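 also: 0% = DMSO plus EC80 ATP and 100% = DMSO alone without ATP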
# V1R ag counter = agonists of human V1a receptor, primary screen, counter-screen for OXTR agonist project, fluorescence, CHO-V1R cells; Fluo-8 calcium fluorescence, agonist mode; 0% DMSO, 100% 3 nM vasopressin; actives 0.25% (n = 320,000); activation, % at 3 µM; Vasopressin V1a receptor (Homo sapiens), P37288;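 active = activation above the mean activation of all tested compounds plus 3 SD, per screening run, cut at about 20% in these data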;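 also: signal is peak over basal fluorescence ratio across a 100 second FLIPR read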
# * hit, by the source's call; . = no result given.
[1] COc1ccc(Nc2ccc(S(=O)(=O)N3CCCCC3)cc2[N+](=O)[O-])cc1Cl
[2] CCOC(=O)C1CCCN(c2oc(-c3ccc(OC)cc3)nc2C#N)C1 (stereo unspecified)
[3] O=C(c1ccccc1)N1CCN(CC(O)COc2cccc3ccccc23)CC1 (stereo unspecified)
[4] COc1cc(NC(=O)COc2ccccc2Cl)ccc1NC(=O)C(C)C
[5] COc1ccc(NC(=S)/N=C(\N)Nc2nc(C)c3ccccc3n2)cc1
[6] CCOC(=O)c1c(C)n(C)c2ccc(OC(C)C(=O)OC)cc12 (stereo unspecified)
[7] COc1ccc(S(=O)(=O)N/N=C(/C)c2ccc(C)o2)cc1
[8] CC1(C)CC2CN(C(=O)Cc3ccccc3)C(C)(C2)C1 (stereo unspecified)
[9] CCN(CC(=O)Nc1ccccc1OC)C(=O)CCc1ccccc1
[10] CCOC(=O)N1CCN(C(=O)C2CCCN(c3ncnc4c3sc3cccc(F)c34)C2)CC1 (stereo unspecified)
compound no.	1	2	3	4	5	6	7	8	9	10
TAAR1 ag	2	3	3	7	-1	0	7	-1	-2	10
CHRM1 agonist	-5	-5	-7	-5	-5	-4	0	-5	-5	-5
CHO-K1 Ca PAM	9	6	16	-8	13	3	10	-2	8	13
TAAR1 antagonist	-3	-7	-2	-13	-2	-2	13	8	4	35
OXTR potentiate	-5	-6	-16	-8	-8	-5	-11	-14	-8	.
M1 ag parental	0.2	2.2	5.5	1.1	1.7	-0.1	0.8	-0.4	4.6	1.0
CHO parental Ca	-34	-26	-18	-19	-26	-16	-5	-9	2	.
CHO-K1 Ca antag	-20	-12	-5	-1	-10	3	3	4	-7	7
V1R ag counter	-0.4	-0.6	1.0	0.6	-0.8	-0.8	3.8	-0.3	0.1	.

# Entries shown so far that contain sulfur:
[1] COc1ccc(Nc2ccc(S(=O)(=O)N3CCCCC3)cc2[N+](=O)[O-])cc1Cl
[5] COc1ccc(NC(=S)/N=C(\N)Nc2nc(C)c3ccccc3n2)cc1
[7] COc1ccc(S(=O)(=O)N/N=C(/C)c2ccc(C)o2)cc1
[10] CCOC(=O)N1CCN(C(=O)C2CCCN(c3ncnc4c3sc3cccc(F)c34)C2)CC1 (stereo unspecified)
compound no.	1	5	7	10
TAAR1 ag	2	-1	7	10
CHRM1 agonist	-5	-5	0	-5
CHO-K1 Ca PAM	9	13	10	13
TAAR1 antagonist	-3	-2	13	35
OXTR potentiate	-5	-8	-11	.
M1 ag parental	0.2	1.7	0.8	1.0
CHO parental Ca	-34	-26	-5	.
CHO-K1 Ca antag	-20	-10	3	7
V1R ag counter	-0.4	-0.8	3.8	.

# Carrying on.
[11] COC(=O)c1cc(NC(=O)c2ccccc2)c(=O)oc1/C=C/Nc1ccc(Oc2ccccc2)cc1
[12] CN(C(=O)CSc1nc(N)cc(=O)[nH]1)C1CCCCC1
[13] CC1CCC(NC(=O)c2ccc(-n3cncn3)c([N+](=O)[O-])c2)CC1 (stereo unspecified)
[14] Cn1nc(CSc2ccccc2)c(C=O)c1Cl
[15] CCOc1ccc(S(=O)(=O)n2nc(C)cc2C)c2ccccc12
[16] C=CCn1c(Cc2csc(N)n2)nnc1SCC(=O)Nc1ccc(C(=O)OCC)cc1
[17] Clc1cccc(Cl)c1-c1noc(CN2CCOCC2)n1
[18] Cc1[nH]n(-c2ccccc2)c(=O)c1/C=N\NC(=O)C1COc2ccccc2O1 (stereo unspecified)
[19] C=C(C)Cn1c(SCC(=O)N/N=C/c2c(O)ccc3ccccc23)nc2ccccc2c1=O
[20] CCCCC(CC)C1OCC(CN2CCCC2)O1 (stereo unspecified)
compound no.	11	12	13	14	15	16	17	18	19	20
TAAR1 ag	50*	1	2	-1	16	12	1	-1	7	8
CHRM1 agonist	3	0	-2	-7	-7	-11	4	-4	-1	-6
CHO-K1 Ca PAM	8	16	-2	-12	20	14	24	6	22	29
TAAR1 antagonist	68*	5	14	15	-9	2	3	2	-8	3
OXTR potentiate	.	.	1	4	-1	5	1	-3	-1	-5
M1 ag parental	7.9	0.6	-0.2	-0.3	0.1	-0.6	0.6	-0.2	0.8	1.1
CHO parental Ca	.	.	10	-9	-19	-11	2	-12	-4	-1
CHO-K1 Ca antag	19	3	3	9	-13	-12	-20	-1	-10	-11
V1R ag counter	.	.	-0.7	-0.7	0.0	-0.6	1.6	-1.2	0.0	0.2

[21] CC(=O)N1CCN(S(=O)(=O)c2cccc(C(=O)OCC(=O)NC(=O)c3cccn3C)c2)CC1
[22] O=C(NCCc1csc(-c2ccccc2)n1)c1c(F)cccc1Cl
[23] COc1cc(/C(C)=N/NC(=O)c2ccc(CSc3nncn3C)cc2)cc(OC)c1OC
[24] O=C(O)C(Cc1ccccc1)N=C(NS(=O)(=O)c1ccccc1)c1ccccc1 (stereo unspecified)
[25] CCCCNC(=O)OCCNC(=O)Oc1cccc(C)c1
[26] Cn1c(CC(=O)Nc2ccccc2Cl)nnc1SCC(=O)Nc1nncs1
[27] COC(=O)/C=C/c1cc(F)ccc1S(=O)(=O)NC(C)(C)C
[28] Cc1cccn2c(=O)c(/C=C(\C#N)C(=O)NC3CCS(=O)(=O)C3)c(Oc3ccccc3Cl)nc12 (stereo unspecified)
[29] CCN1C(=O)[C@H]2[C@@H](c3ccc(C(F)(F)F)cc3)N[C@]3(CCCN(Cc4ccccc4)C3=O)[C@H]2C1=O
[30] CCOc1ncccc1C(=O)OCC(=O)N(CC(C)C)C1CCS(=O)(=O)C1 (stereo unspecified)
compound no.	21	22	23	24	25	26	27	28	29	30
TAAR1 ag	8	12	1	1	5	1	1	7	1	5
CHRM1 agonist	-9	-5	-5	1	-3	-5	-3	-4	-4	-4
CHO-K1 Ca PAM	20	15	-10	-3	22	-3	21	-6	6	12
TAAR1 antagonist	1	6	-23	6	-26	-5	5	8	-1	1
OXTR potentiate	-2	1	-2	-2	-20	-11	0	-9	.	2
M1 ag parental	1.6	4.8	0.3	0.0	0.8	-0.1	0.4	-0.3	-0.1	1.3
CHO parental Ca	-7	-13	-2	-7	0	-1	-10	-2	.	-10
CHO-K1 Ca antag	-7	-12	-4	5	-10	-4	-16	-1	-4	-14
V1R ag counter	-0.1	3.2	-0.6	1.7	-0.5	-0.5	4.9	-0.2	.	0.3

[31] COc1ccc(NS(=O)(=O)c2ccc(N3CCOCC3)c(NC(=O)c3ccc(OC)cc3)c2)cc1
[32] Cc1cc(C(=O)COC(=O)C2CC2)c(C)n1-c1ccc(F)cc1
[33] O=C(NCCc1ccccc1F)C1CC(O)CN1C(=O)Nc1ccccc1 (stereo unspecified)
[34] CCN(CC)CCNC(=O)c1cccc(NC(=O)C(=O)c2ccccc2NC(C)=O)c1
[35] O=C(c1ccoc1)N1CCC2(CCCN(Cc3ccc(F)c(F)c3)C2)C1 (stereo unspecified)
[36] Cc1ccc(N2C(=O)CS/C2=N\C(=S)Nc2ccccc2)cc1
[37] CCCOc1ccc(CC(=O)NCCc2ccccc2)cc1OC
[38] COc1ccc(-n2c(SCC(=O)Nc3cc(C)on3)nc3c(c2=O)SCC3)cc1
[39] COc1cc2cc(Oc3ccc4ccc(=O)oc4c3)c(=O)oc2cc1OC(C)=O
[40] CCOC(=O)c1cc(C(=O)OCC)c(=O)[nH]c1C
compound no.	31	32	33	34	35	36	37	38	39	40
TAAR1 ag	0	-3	0	1	0	2	4	0	3	1
CHRM1 agonist	-3	-5	-2	-4	-6	-3	2	-2	7	-5
CHO-K1 Ca PAM	11	3	5	7	6	22	-11	-5	-14	20
TAAR1 antagonist	-23	7	2	-25	-39	-37	-16	10	-8	-10
OXTR potentiate	-7	-21	.	-13	.	-7	-1	3	-1	2
M1 ag parental	0.1	0.2	0.5	-0.2	0.3	1.2	-0.5	-0.1	0.3	0.2
CHO parental Ca	-25	-9	.	-1	.	27	-16	-15	-6	-5
CHO-K1 Ca antag	-4	-10	-12	-2	-4	-9	-1	22	18	-11
V1R ag counter	-0.6	-0.7	.	-0.5	.	-1.2	-1.0	-0.6	1.1	0.4

[41] Cc1cc(C)nc(S/C=C/C(=O)c2ccccc2)n1
[42] c1ccc(CNc2ccccn2)cc1
[43] C=CCn1c(SCc2nc3sc(C(=O)O)c(C)c3c(=O)[nH]2)nnc1-c1ccc(F)cc1
[44] Cc1cccc2c1NC1(CCCC1)CC2C (stereo unspecified)
[45] COc1ccc(Nc2nc3cc(-c4sccc4C)sc3c(=O)n2C)cc1OC
[46] CCCC(=O)c1ccc(N2CCN(S(=O)(=O)c3ccccc3)CC2)c(F)c1
[47] CC1=C(C#N)C(NC(=O)c2ccc(C)cc2)(C(F)(F)F)C(=O)N1 (stereo unspecified)
[48] COc1ccc(C2CC(c3ccc(Br)cc3)=NN2C(=S)Nc2ccccc2)cc1 (stereo unspecified)
[49] Cc1csc(=O)n1CC(=O)Nc1ccc(S(C)(=O)=O)cc1
[50] CCNC(=O)NC(=O)C(C)OC(=O)c1ccc(SC)cc1OC (stereo unspecified)
[51] CCOC(=O)C1CCN(C(=O)CCc2ccc(S(=O)(=O)NCC(C)C)cc2)CC1
compound no.	41	42	43	44	45	46	47	48	49	50	51
TAAR1 ag	5	2	3	6	0	3	11	3	3	4	0
CHRM1 agonist	-3	-3	-5	-2	-4	-2	-14	-2	-3	-3	-7
CHO-K1 Ca PAM	25	-5	-9	21	13	-3	15	6	14	9	24
TAAR1 antagonist	-8	5	-13	1	8	-9	1	-7	-18	5	-22
OXTR potentiate	1	-10	-5	-6	.	-7	1	-17	-2	-14	-8
M1 ag parental	1.4	0.2	-0.4	-0.2	-0.2	0.1	0.3	0.4	0.0	0.5	1.3
CHO parental Ca	-20	-12	-10	-7	.	2	-9	11	-1	-6	-17
CHO-K1 Ca antag	-15	-7	10	-14	-6	0	-22	-2	-9	-10	-11
V1R ag counter	-0.9	-0.7	0.7	0.4	.	1.9	-0.1	0.0	0.5	-0.5	1.8

# Bioassay records from PubChem BioAssay.
